From PubChem BioAssay
All columns: NCI-60 one-dose screen, growth in % after 48 h at 10 µM unless noted; 100 = growth as untreated, 0 = no growth, -100 = all killed.
786-0 – 786-0 renal cancer cells; 5.1% of 81,000 active
HCT-116 – HCT-116 colon cancer | 7.3% of 82,000 active
HCC-2998 – HCC-2998 colon cancer | AID 1794799 | 4.7% of 79,000 active
SW-620 – SW-620 colon cancer | 5.2% of 82,000 active | AID 1794795
UO-31 – UO-31 renal cancer. 5.2% of 81,000 active
HCT-15 – HCT-15 colon cancer | 5.2% of 82,000 active
SN12C – SN12C renal cancer cells. 3.8% of 81,000 active
HT29 – HT29 colon cancer | 7.4% of 81,000 active | AID 1794748
TK-10 – TK-10 renal cancer cells. 3.9% of 81,000 active
* marks the source's active call; other numbers are inactive results; · = not tested or not shown; & = joins results of further samples; [ ] = another dose, or the depositor's remark. How the source made its calls: active means growth percent below 10; inactive means the rest.

The line under a structure holds: 786-0, HCT-116, HCC-2998, SW-620, UO-31, HCT-15, SN12C, HT29, TK-10
O=[N+]([O-])C(Br)(CO)CO
 : 100, 106, 101, 97, 80, 103, 109, 105, 102
NCC(CC(=O)O)c1ccc(Cl)cc1 (stereo unspecified)
 : ·, 103, 99, 104, 84, 114, 102, 111, 109
CSc1nc2ccc(Cl)cc2c(=O)n1-c1ccc(Cl)cc1
 : 91, 86, 106, 101, 80, 95, 98, 95, 105
COC(=O)C1=CCCN(C)C1
 : 101&100, 108&102, 124&102, 110&111, 94&80, 100&106, 105&107, 104&106, 103&106
Nc1nc(N)c2cnnn2n1
 : 107, 103, 107, 105, 89, 105, 97, 109, 104
O=C(OCCOc1ccccc1)C(Cl)(Cl)Cl
 : 101, 104, 87, 109, 94, 100, 109, 108, 108
CCCCN(CCCC)CC(C(C)=O)C(c1ccccc1)c1c(O)c2ccccc2oc1=O (stereo unspecified)
 : 102, 102, 107, 104, 91, 108, 101, 112, 111
O=C(O)COc1cc(Cl)c(Cl)cc1Cl
 : 102, 105, 104, 102, 86, 102, 96, 116, 106
CCNC(Cc1ccc(OC)cc1)c1ccc(OC)cc1 (stereo unspecified)
 : 101, 97, 102, 94, 82, 105, 93, 86, 98
O=C(C(=O)N1CCOCC1)c1cn(Cc2ccc(Cn3cc(C(=O)C(=O)N4CCOCC4)c4cc(Br)ccc43)cc2)c2ccc(Br)cc12
 : 92, 54, 67, 95, 37, 62, 82, 62, 83
CCCC1(C(=O)OCC)CCOC1=O (stereo unspecified)
 : 100, 99, 94, 101, 88, 115, 108, 103, 104
O=C(NCc1ccc([N+](=O)[O-])cc1)Nc1ccc(S(=O)(=O)F)cc1
 : 80, 82, 99, 92, 61, 87, 86, 92, 78
CCCCCCCCCCCCCC(=O)P(=O)(OCC)OCC
 : ·, 97, 108, 90, ·, 100, 100, 103, 103
CC(C)N(CCC(C(N)=O)(c1ccccc1)c1ccccn1)C(C)C (stereo unspecified)
 : 99, 94, 98, 102, 79, 111, 95, 100, ·
CC1(C)CC[C@]2(C(=O)NCC(=O)OCc3cn(C4OC(OO)C(O)C(O)C4O)nn3)CC[C@]3(C)C(=CC[C@@H]4[C@@]5(C)CC[C@H](O)C(C)(C)[C@@H]5CC[C@]43C)[C@@H]2C1 (stereo partly specified)
 : 97, 93, 97, 96, 92, 96, 100, 103, 92
CC(C)c1cc(Br)cc(C(C)C)c1OCCN(C)C
 : 92, 98, 95, 105, 79, 97, 95, 87, 104
CC(=O)N1N=C(c2ccc(Cl)cc2)CC1c1sc(N(CCCl)CCCl)nc1Cl (stereo unspecified)
 : 95, 89, 107, 103, 79, 102, 84, 88, 104
O=C1c2ccccc2-c2cc3ccccc3cc21
 : 103, 89, 107, 103, 60, 90, 97, 110, 122
O=C(CBr)c1c[nH]c(=O)[nH]c1=O
 : 105, 104, 115, 104, 99, 106, 105, 104, 107
O=C(CC1(O)C(=O)N(Cc2ccccc2)c2ccc(F)cc21)c1ccc(C(=O)NCC2CCC3(CC2)OOC2(CCCCC2)OO3)cc1 (stereo unspecified)
 : -67*, 4.5*, 45, -62*, -76*, -14*, -59*, -70*, -94*
Cc1ccccc1N1CCNCC1
 : 102, 95, 94, 97, 89, 109, 90, 106, 99
CCC(C)(Cl)c1ccccc1 (stereo unspecified)
 : 94, 96, 112, 108, 85, 104, 105, 109, 115
CN(CCF)/N=N/c1nc[nH]c1C(N)=O
 : 42, 24, 39, 26, 21, 58, 48, 42, 25
C[C@]12CC[C@@H](OC(=O)N(CCCl)N=O)C[C@@H]1CC[C@@H]1[C@@H]2CC[C@]2(C)C(=O)CC[C@@H]12
 : 28, 47, 54, 53, 50, 73, 43, 58, 82
O=[N+]([O-])c1ccc2c3c(cccc13)-c1ccccc1-2
 : 98, 92, 105, 98, 84, 94, 99, 94, 112
O=C(NC(O)C(Cl)(Cl)Cl)c1ccccc1O (stereo unspecified)
 : 103, 101, 104, 101, 98, 109, 104, 114, 105
CC(C#N)N(C)C (stereo unspecified)
 : 112, 102, 118, 105, 95, 97, 97, 106, 112
NNc1ccc([N+](=O)[O-])cc1
 : 70, 59, 93, 70, 44, 56, 83, 82, 83
CCOCC1(CCc2ccccc2)C(=O)NC(=S)NC1=O
 : 102, 101, ·, 109, 84, 107, 100, 108, 115
CCOC(=O)[C@@H](C)C[C@H](Cc1ccccc1)NC(=O)c1nc([C@@H](C[C@H](C(C)C)N(C)C(=O)[C@@H](NC(=O)[C@H]2CCCCN2C)C(C)C)OC(C)=O)sc1CCOCc1ccccc1
 : -39*, -34*, -60*, 6.5*, -56*, -31*, -59*, -51*, -6.5*
CN1CCC2(O)OCCCC2C1 (stereo unspecified)
 : 85, 102, 160, 109, 97, 113, 106, 108, 105
O=c1oc2cc(Br)ccc2n1SC(Cl)(Cl)Cl
 : 94, 96, 94, 89, 96, 106, 107, 100, 102
CC(=O)c1cc2c(cc1O)C(C)(C)CCC2(C)C
 : 107, 99, 104, 108, 90, 98, 107, 91, 104
ClC(Cl)c1nc2ccccc2s1
 : 105, 102, 113, 102, 63, 101, 102, 111, 94
Cc1c(C)c(N)c(C)c(C)c1N
 : 107, 59, 106, 52, 61, 35, 73, 26, 91
COc1cc(C=C2C(=O)NC(=O)NC2=O)cc(Cl)c1OCCCCC1CCCCC1
 : 86, 100, 100, 97, 68, 91, 84, 100, 89
O=C1/C(=C/c2cn(Cc3cccc(C(F)(F)F)c3)c3ncccc23)N2CCC1CC2
 : 86, 50, 99, 85, 44, 85, 72, 74, 87
NC(Cc1cc(Br)c(O)c(Br)c1)C(=O)O (stereo unspecified)
 : 101, 102, 99, 105, 70, 105, 99, 113, 113
COc1ccc(Cl)cc1NC1=N[C@]23CC(=O)CC[C@]2(C)[C@H]2CC[C@]4(C)C(=O)CC[C@H]4[C@@H]2C[C@@H]3S1
 : 95, 88, 102, 95, 71, 86, 99, 96, 109
CN1C(=O)C(=Cc2cn(CC(O)Cn3cc(C=C4C(=O)N(C)C(=O)N(C)C4=O)c4ccccc43)c3ccccc23)C(=O)N(C)C1=O
 : 100, 80, 104, 102, 64, 105, 99, 112, 117
CN(C)CCc1cn(C2CCC2)c2cccc(O)c12
 : 50, 32, -46*, 23, 48, 62, 68, 35, 103
CS(=N)(=O)CCC(N)C(=O)O (stereo unspecified)
 : 102, 97, 93, 103, 95, 100, 102, 113, 94
CC(Cc1ccc2c(c1)OCO2)NN (stereo unspecified)
 : 88, 85, 101, 99, 97, 102, 102, 99, 93
Cc1nnc(NN=O)nc1C
 : 100, 86, 108, 110, 96, 106, 98, 124, 128
CC(=O)OC[C@]1(C)C=C2C(=O)[C@](C)(O)C3(CC3)C(C)=C2[C@H]1O
 : -46*, 0.1*, -60*, 0.0*, -47*, -8.8*, -5.9*, -12*, -15*
O=c1[nH]ncc(Cl)c1Cl
 : 108&110, 101&104, 86&117, 91&115, 95&96, 71&100, 87&98, 88&101, 103&124
O=C1OC(c2cccnc2)=N/C1=C\c1cccnc1
 : 101, 93, 100, 90, 83, 102, 96, 108, 110
COC1C(O)CC(OC2CC(Oc3cc4cc5c(c(O)c4c(O)c3C)C(=O)[C@@H](OC3CC(OC4CC(OC6CC(C)(O)C(OC(C)=O)C(C)O6)C(O)C(C)O4)C(O)C(C)O3)[C@H]([C@H](OC)C(=O)[C@@H](O)[C@@H](C)O)C5)OC(C)C2OC(C)=O)OC1C (stereo partly specified)
 : 1.3*, 0.8*, ·, -16*, -12*, 1.5*, 7.0*, -23*, 2.9*
C=CCCC1(CC)C(=O)NC(=S)NC1=O
 : 105, 114, 102, 102, 88, 104, 111, 102, 99
CCC1CN1 (stereo unspecified)
 : 99, 100, 119, 104, 85, 111, 119, 128, 121
Clc1nc(Cl)nc(Cl)n1
 : 96, 96, 93, 103, 92, 104, 108, 103, 94
CN1C2CCC1CC(=O)C2
 : 99, 99, 112, 103, 86, 102, 100, 103, 93
Nc1ccc(Br)cc1
 : 83, 87, 103, 66, 93, 78, 101, 103, 104
ClC1CCCCC1Cl (stereo unspecified)
 : 114, 111, 98, 108, 104, 127, 103, 97, 108
CC(C)(NC(=O)c1nn(Cc2ccc(F)cc2)c2ccccc12)c1ccccc1
 : 99, 75, 108, 95, 67, 100, 100, 88, 105
Cc1sc2nc(N3CC4CC(C3)c3cccc(=O)n3C4)[nH]c(=O)c2c1C (stereo unspecified)
 : 104, 102, 107, 98, 75, 104, 100, 102, 99
CC[C@]12C=CCN3CC[C@@]4(c5ccc(OC)cc5N(C)[C@H]4[C@@](O)(C(=O)OC)[C@@H]1OC(=O)CCCC[P+](c1ccccc1)(c1ccccc1)c1ccccc1)[C@@H]32
 : 57, 8.0*, 16, 29, 82, 99, 4.6*, 2.6*, 49
CC1CCN(C(CC(=O)c2ccccc2)C(=O)c2ccccc2)CC1 (stereo unspecified)
 : 89, 63, 111, 59, 77, 82, 104, 93, 116
C#Cc1cccc(NC(=O)C2CCCN(S(=O)(=O)F)C2)c1 (stereo unspecified)
 : 104[8.25 µM], 106[8.25 µM], 103[8.25 µM], 105[8.25 µM], 86[8.25 µM], 98[8.25 µM], 100[8.25 µM], 111[8.25 µM], 107[8.25 µM]
CCN(CC)C(C)CC(C#N)(c1ccccc1)c1ccccc1 (stereo unspecified)
 : 80, 79, 77, 99, 75, 81, 84, 80, 93

Next structures follow.
The line under a structure holds: 786-0, HCT-116, HCC-2998, SW-620, UO-31, HCT-15, SN12C, HT29, TK-10
CS/C(N)=N\N=C(/CF)C(=O)O
 : 114, 109, 110, 105, 98, 104, 96, 100, 119
Nc1c(F)cc(-c2nc3cc(F)ccc3[se]2)cc1Br
 : 95, 16, -35*, 84, 60, 19, 88, 5.0*, -4.6*
CC(C)c1cccc(C(C)C)c1OCCN1CCCC1
 : 102, 94, 92, 109, 89, 103, 105, 94, 109
O=C1NC(=S)S/C1=C\c1ccc(N(CCCl)CCCl)cc1
 : 103, 89, 102, 99, 80, 95, 95, 127, 107
CC1=C(CO)C2=C(C)C3(CC3)[C@@](C)(O)C(=O)C2=C1
 : -21*, 2.7*, -77*, 26, -41*, -22*, 20, -18*, -23*
CC(C)(C)[Si](C)(C)OC1[C@@H](O[Si](C)(C)C(C)(C)C)[C@@H](CNC(=O)NC(=O)CF)O[C@H]1n1cnc2c(NC(=O)Nc3ccccc3)ncnc21 (stereo partly specified)
 : 61, 21, 46, 34, 78, 81, 44, 26, ·
S=c1[nH]c2ccccc2[nH]1
 : 98, 88, 106, 106, 100, 105, 98, 86, 90
c1cc[n+](CCCC[n+]2ccccc2)cc1
 : 97, 100, 92, 99, 84, 95, 97, 102, 111
O=C(c1ccc2ccccc2c1)N1CC1
 : 100, 100, 100, ·, 89, 105, 94, 98, 114
C[C@]12CCc3sc(Nc4ccc(O)cc4)nc3C1=CC[C@@H]1[C@@H]2CC[C@]2(C)C(=O)CC[C@@H]12
 : -3.0*, -72*, 98, -32*, -49*, -68*, 30, 10, 23
O=[N+]([O-])c1ccc(CBr)cc1
 : 99, 105, 99, 100, 73, 106, 102, 105, 98
Cc1cccc(OCC(O)CN2CC2)c1 (stereo unspecified)
 : 107, 92, 110, 104, 91, 112, 113, 98, 103
CCCCNP(=O)(N1CC1)N1CC1
 : 107, 100, 111, 98, 83, 97, 103, 103, 112
Cc1ccc(C2CN(C)CCC2(O)c2ccc(C)cc2)cc1 (stereo unspecified)
 : 105, 109, 106, 108, 103, 96, 110, 108, 107
CNC(Cc1ccccc1)c1cccc(OC)c1OC (stereo unspecified)
 : 99, 108, 108, 95, 90, 96, 99, 103, 105

A portion of the library; count on the stated rates, not on these rows.
